ERp5 block: ERp5 (human) disulfide isomerase inhibition; inhibition, % at 9.99 µM; AID 651711; ERp5 insulin aggregation, absorbance 650 nm, 90 min; Q15084; 0.05% of 350,000 active;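 active = mean replicate inhibition above about 25%, with every replicate also reaching it, limit read from the data, passing the limit was not always enough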
Target sequence (Q15084 whole entry, looked up): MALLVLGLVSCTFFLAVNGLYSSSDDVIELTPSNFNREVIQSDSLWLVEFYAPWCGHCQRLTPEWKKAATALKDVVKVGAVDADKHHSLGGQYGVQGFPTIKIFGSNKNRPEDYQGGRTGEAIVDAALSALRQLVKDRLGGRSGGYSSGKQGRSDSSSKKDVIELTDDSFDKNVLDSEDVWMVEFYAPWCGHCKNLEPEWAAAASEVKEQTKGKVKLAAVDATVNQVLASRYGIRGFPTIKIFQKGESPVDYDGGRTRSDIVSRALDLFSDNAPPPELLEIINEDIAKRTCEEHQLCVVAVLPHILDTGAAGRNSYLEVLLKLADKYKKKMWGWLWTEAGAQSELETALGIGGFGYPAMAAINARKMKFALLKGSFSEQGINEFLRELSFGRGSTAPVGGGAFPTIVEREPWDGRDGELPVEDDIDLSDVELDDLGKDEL
Cneo AK release: causes C. neoformans cell lysis. adenylate kinase release luminescence, 4 h; normalised: neutral wells 0, clomiphene wells 100. lysis activity, % at 15 µM. 0.2% of 360,000 active. AID 651654;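 active = mean lysis activity across replicates of at least 80%, whatever share of replicates individually reach that level; inactive = mean lysis activity below 80%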
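read-out = cell lysis signal | test system = log-phase Cryptococcus neoformans yeast cells | input = cells at 5 × 10^6 per mL | medium = fresh YPD growth medium | signal = luminescent adenylate kinase detection reagent | timing = 4 h at 37 °C static, read 1 h later | dosing = single dose | controls = Clomiphene as positive lysis control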
esBAF inh: inhibitors of esBAF chromatin remodeling in mouse ES cells | Bmi1-luciferase knock-in reporter, 24 h; 100% = twice the neutral-well signal | 2% of 350,000 active | reporter increase, % at 12.5 µM | AID 602393; in the data active = activation above about 40%;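 also: 0% = median of the plate's neutral control wells and 100% = double that signal; a rise in the Bmi1 reporter signal indicates esBAF inhibition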
SIRT5 inh: sirtuin-5 (human) deacylase inhibition. Purified SirT5, succinyl-peptide AMC, trypsin-coupled fluorescence. inhibition, % at 15 µM. 1.1% of 330,000 active; in the data active = inhibition above about 15%
Target sequence (Q9NXA8 whole entry, looked up): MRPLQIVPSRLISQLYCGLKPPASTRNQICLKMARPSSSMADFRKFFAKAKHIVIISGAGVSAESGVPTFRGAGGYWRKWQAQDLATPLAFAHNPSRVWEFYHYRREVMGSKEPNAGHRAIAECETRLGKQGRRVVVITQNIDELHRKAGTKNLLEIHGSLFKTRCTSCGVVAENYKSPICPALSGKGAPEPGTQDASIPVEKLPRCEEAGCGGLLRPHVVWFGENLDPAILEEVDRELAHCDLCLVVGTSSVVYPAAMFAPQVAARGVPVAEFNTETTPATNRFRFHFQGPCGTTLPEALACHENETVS
C2C12 statin: suppressors of simvastatin-induced myotoxicity in C2C12 myotubes; rescue of ATP level, % at 7.49 µM; 0.78% of 330,000 active; ATP luminescence, 48 h; scaled: DMSO 0, geranylgeraniol control 100;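 active = mean ATP rescue above about 67%, or every replicate alone reaching that limit, limit read from the data, passing the limit was not always enough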;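 also: myotubes were challenged with 10 µM simvastatin during compound exposure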
ARNT TACC3 PPI: disrupts binding between human ARNT and TACC3. AlphaScreen His-ARNT PAS-B/GST-TACC3 binding, luminescence; TACC3 fragment carries E629A point mutation. 0.66% of 390,000 active. Q9Y6A5. inhibition, % at 9.99 µM;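 active = mean inhibition of replicates at least 50% and at least half of replicates each reaching 50%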;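 also: 0% = complete ARNT plus TACC3 wells and 100% = ARNT alone without TACC3; many hits fall short of the cut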
miR122 inh: blocks miR-122 activity in Huh7 sensor cells; 0.3% of 340,000 active; Huh7 miR-122 Renilla luciferase sensor, 48 h; neutral wells = 0, positive control = 100; activation (reporter increase), % at 12.5 µM; AID 602342;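 active = mean replicate activation score at least 90 and every replicate individually at or above 90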;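 also: higher luciferase means less miR-122 activity so hits act as miR-122 inhibitors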
Numbers without * were called inactive; i = inactive; . = not tested or not shown; & = joins results of further samples; [ ] = remark or other dose.

no.	SMILES	ERp5 block	Cneo AK release	esBAF inh	SIRT5 inh	C2C12 statin	ARNT TACC3 PPI	miR122 inh
1	CCC(=O)N1[C@H](CO)[C@H]2c3ccccc3N(C(=O)c3cccc(OC)c3)C[C@H]21	.	-8	0	.	31	0	4[16.7 µM]
2	CSc1ccc(CNC(C)(C)CO)cc1	8	-3	-5	-4	1	-4	-3
3	COc1cccc(NC(=O)C(OC(=O)c2cnc(C)cn2)c2ccccc2)c1 (stereo not drawn)	1	0	4	12	6	.	3
4	CC(Cc1ccccc1)C(=O)Nc1ccccc1 (stereo not drawn)	.	-2	10	.	8	-2	-5
5	CC/C(C)=N/Oc1nc(C)cc(C)n1	4	1	.	1	.	-4	-4
6	Cc1ccc(S(=O)(=O)N2CCOCC2)cc1NC(=O)COC(=O)c1cc[n+]([O-])cc1	-3	0	9	-5	-22	6	-1
7	C[C@@H]1CN([C@@H](C)CO)C(=O)c2cc(Br)cnc2O[C@H]1CN(C)C(=O)Cc1ccccn1	-2&-3	2&-7	-1&2	5&1	3	2	8
8	Nc1ccn([C@@H]2O[C@H](C(=O)NCCc3ccc(F)cc3)[C@@H](O)[C@H]2O)c(=O)n1	2	1	6	-2	-6	.	4
9	CC(C)(C)OC(=O)NNC(=S)NCc1ccc(Cl)cc1	.	18	.	.	.	-2	-6
10	O=S(=O)(c1ccccc1)c1nc(Nc2ccccc2N2CCOCC2)sc1Cl	.	-1	4	.	-19	-4	26
11	Cc1cccc(C)c1NC(=O)CN(C)C(=O)c1ccc2c(=O)n3c(nc2c1)CCC3	9	-1	-1	-1	5	-5	-1
12	COc1cc(C(=O)NCCN2C(=O)S/C(=C\c3cccs3)C2=O)cc(OC)c1OC	3	-3	39	-1	0	-8	4
13	Cn1c(NCCO)nc2c1c(=O)n(Cc1cccc(Cl)c1)c(=O)n2C	2	-1	2	-2	-1	4	1
14	Nc1ccc(-c2cc(N)n(-c3ccccc3)n2)cc1	.	-4	32	.	-5	.	3
15	CN1CCN(c2ccc(CNS(=O)(=O)c3ccc(F)cc3Cl)cc2)CC1	2	0	2	-4	-4	6	.
16	CCCCn1cc2c(c1-c1cccc(C)c1)c(=O)n(C)c(=O)n2C	2	.	.	-5	.	-2	.
17	CSc1ccc(S(=O)(=O)NCC(=O)OCC(=O)N2CCCC2=O)cc1[N+](=O)[O-]	-1	0	-1	-3	1	5	-3
18	Cc1cc([N+](=O)[O-])nn1CCCC(=O)N1CCN(c2ccccc2)CC1	0	.	.	-2	.	-6	.
19	C[C@@H]1CN([C@H](C)CO)C(=O)c2cccc(NS(=O)(=O)c3cccs3)c2O[C@H]1CN(C)Cc1ccc(C(F)(F)F)cc1	-3	-1	-13	8	29	10	264*[16.7 µM]
20	O=C(c1cn[nH]c1)c1cc(F)ccc1O	.	.	-8	.	6	23	3
21	C/C=C/c1ccc([C@@H]2[C@H](C#N)N(C(=O)NC3CCCCC3)[C@H]2CO)cc1	0	4	-5	2	2	30	.
22	O=C(NCCc1ccccc1)[C@@H]1CC=C[C@@H]2CCN(Cc3ccccc3)C(=O)[C@@H]21	.	1	7	.	4	.	2
23	Cc1ccc(S(=O)(=O)N2CCC(C(=O)N3CCN(c4ccccn4)CC3)CC2)cc1C	-10	-2	0	-5	5	.	-3
24	COc1ccc(S(=O)(=O)N(C)C[C@H]2OCCCC[C@@H](C)Oc3ccc(NC(=O)c4ccccc4)cc3C(=O)N([C@@H](C)CO)C[C@@H]2C)cc1	5	-2	0	6	.	21	-8[16.7 µM]
25	Cn1c(=O)c2c(-c3ccccc3)n(C3CCCCC3)cc2n(C)c1=O	.	2	-4	.	-19	-9	3
26	CCOC(=O)N1CCN(C(=O)c2ccc3nc(-c4ccccc4)c(-c4ccccc4)nc3c2)CC1	3	-20	3	-4	10	14	-6
27	CCCn1c(SCC(=O)NNC(=O)c2ccc(C)cc2)nnc1C(C)C	2	1	3	.	12	-6	-3
28	C[C@@H]1CCCCO[C@@H](CN(C)C(=O)Nc2ccc(F)cc2)[C@@H](C)CN([C@H](C)CO)C(=O)c2cc(NC(=O)c3ccncc3)ccc2O1	1	-2	-4	1	.	-16	-1[16.7 µM]
29	O=C1C[C@@H]2c3c(cccc3CN1Cc1ccccc1Cl)C[C@@H](O)[C@H]2O	0	0	-5	-7	20	-1	-7
30	CCCNC(=O)Nc1ccc2c(c1)C(=O)N(C)[C@H]1CC[C@@H](CC(=O)NCC3CCCCC3)O[C@@H]1CO2	-4	2	7	-3	5	-10	-42[16.7 µM]
31	O=C(COC(=O)c1cc[n+]([O-])cc1)Nc1ccccc1Cl	5	.	.	-2	.	-1	.
32	Cc1ccccc1OCC(=O)Nc1cnn(CCCC(=O)O)c1	6	1	1	17*	2	-6	.
33	COc1cccc(/C=N/NC(=O)CNC(=O)c2cccs2)c1O	1	.	.	0	.	4	.
34	CCOC(=O)CSc1n[nH]c(-c2cccnc2)n1	.	0	7	.	3	.	4
35	O=C(OCC(=O)N1CCCC1)c1cc([N+](=O)[O-])ccc1Cl	1	3	2	4	-5	-1	1
36	Cc1cc(C(=O)Nc2c(C)n(C)n(-c3ccccc3)c2=O)cs1	.	2	-1	.	-4	1	1
37	COc1ccc(/C=C/c2ccncc2)c2ccccc12	.	2	-5	.	-10	0	5
38	CC1CCCCN1Cc1nc2ccccc2c(=O)[nH]1 (stereo not drawn)	.	1	12	.	.	0	0
39	CC1CN(C(=O)CNC(=O)Cc2cccc3ccccc23)CC(C)O1 (stereo not drawn)	-5	-3	6	2	-3	-2	.
40	Cc1ccc(SC(=O)c2c([N+](=O)[O-])c(C)nn2C)cc1	-3	2	.	-1	.	-10	-6
41	Cc1cc(C(=O)OCCN2C(=O)c3ccccc3C2=O)c2ccccc2n1	-4	-2	-2	-4	8	-2	0
42	COc1ccccc1CCNC(=O)CCn1c(=O)oc2ccccc21	10	-2	2	4	-4	-3	-5
43	CCOc1ccc2nc(COC(=O)c3cccs3)c(C(=O)c3ccccc3)[n+]([O-])c2c1	2	.	.	-3	.	-6	.
44	O=C(Nc1ccc(Cl)c([N+](=O)[O-])c1)c1ccco1	-3	112*	5	-7	-2	20	-2
45	Cc1ccccc1OCC(=O)OCn1nnc2ccccc2c1=O	-7	.	.	0	.	2	.
46	CC(=O)Nc1ccc2nc(NC(=O)c3ccco3)sc2c1	-2	-4	10	-1	-11	33	17
47	Cc1nnc(SCC(=O)NC(C)(C)C)n1C1CCCCC1	-1	.	.	-5	.	-28	.
48	Cc1cccc(-n2c(-c3ccc(Br)o3)n[nH]c2=S)c1	1	.	.	1	.	-1	.
49	C[C@H]1CN([C@@H](C)CO)C(=O)c2cc(NC(=O)NC3CCCCC3)ccc2O[C@H]1CN(C)Cc1ccccc1	8	0	2	9	-12	-3	21[16.7 µM]
50	COc1cccc(C(C(=O)NC2CCCC2)N(C(=O)c2ccco2)c2ccccc2)c1OC (stereo not drawn)	-2	2	-6	0	-26	6	11

Some of the entries above in a different format:
43) CCOc1ccc2nc(COC(=O)c3cccs3)c(C(=O)c3ccccc3)[n+]([O-])c2c1
  ERp5 block: 2	Cneo AK release: .	esBAF inh: .	SIRT5 inh: -3	C2C12 statin: .	ARNT TACC3 PPI: -6	miR122 inh: .

44) O=C(Nc1ccc(Cl)c([N+](=O)[O-])c1)c1ccco1
  ERp5 block: -3	Cneo AK release: 112*	esBAF inh: 5	SIRT5 inh: -7	C2C12 statin: -2	ARNT TACC3 PPI: 20	miR122 inh: -2

(continued)
no.	SMILES	ERp5 block	Cneo AK release	esBAF inh	SIRT5 inh	C2C12 statin	ARNT TACC3 PPI	miR122 inh
51	COc1ccc(-n2c(C)cc(C(=O)CSc3nnc(-c4ccoc4C)n3C)c2C)cc1	.	-1	-1	.	.	8	27
52	Cc1c(OCC(=O)NCCN2CCOCC2)ccc2c3c(c(=O)oc12)CCC3	0	0	-8	-5	-2	5	-7
53	CCOc1ccc(CC(=O)NC2CCN(Cc3ccccc3)CC2)cc1	-7	-1	5	-4	-5	-3	-2
54	CCN(Cc1nc2cc(Cl)ccc2c(=O)[nH]1)C(=O)COc1ccccc1Cc1ccccc1	2	-1	6	-8	-5	3	1
55	CCOC(=O)c1c(NC(=O)CN2CCOCC2)sc2c1CC(C)(C)OC2	.	1	5	.	0	-7	5
56	O=C(NCC[C@H]1CC[C@@H](NS(=O)(=O)Cc2ccccc2)[C@H](CO)O1)C1CCC1	-4	3	-1	-1	6	.	-3[16.7 µM]
57	C/C=C/c1ccc([C@H]2[C@@H](CNC(C)=O)N(Cc3ccccn3)[C@H]2CO)cc1	.	1	0	.	1	.	-7[16.7 µM]
58	COCCCNC(=O)Cn1nnc(-c2ccccc2NC(=O)c2ccccc2F)n1	1	-5	2	-3	0	-4	-3
59	NC(N)=N/N=C/c1ccccc1Cl	-8	1	1	18*	-46	i	-7

In the list so far, 9 have an aryl methoxy group:
no.	SMILES	ERp5 block	Cneo AK release	esBAF inh	SIRT5 inh	C2C12 statin	ARNT TACC3 PPI	miR122 inh
1	CCC(=O)N1[C@H](CO)[C@H]2c3ccccc3N(C(=O)c3cccc(OC)c3)C[C@H]21	.	-8	0	.	31	0	4[16.7 µM]
3	COc1cccc(NC(=O)C(OC(=O)c2cnc(C)cn2)c2ccccc2)c1 (stereo not drawn)	1	0	4	12	6	.	3
12	COc1cc(C(=O)NCCN2C(=O)S/C(=C\c3cccs3)C2=O)cc(OC)c1OC	3	-3	39	-1	0	-8	4
24	COc1ccc(S(=O)(=O)N(C)C[C@H]2OCCCC[C@@H](C)Oc3ccc(NC(=O)c4ccccc4)cc3C(=O)N([C@@H](C)CO)C[C@@H]2C)cc1	5	-2	0	6	.	21	-8[16.7 µM]
33	COc1cccc(/C=N/NC(=O)CNC(=O)c2cccs2)c1O	1	.	.	0	.	4	.
37	COc1ccc(/C=C/c2ccncc2)c2ccccc12	.	2	-5	.	-10	0	5
42	COc1ccccc1CCNC(=O)CCn1c(=O)oc2ccccc21	10	-2	2	4	-4	-3	-5
50	COc1cccc(C(C(=O)NC2CCCC2)N(C(=O)c2ccco2)c2ccccc2)c1OC (stereo not drawn)	-2	2	-6	0	-26	6	11
51	COc1ccc(-n2c(C)cc(C(=O)CSc3nnc(-c4ccoc4C)n3C)c2C)cc1	.	-1	-1	.	.	8	27

High-throughput results (PubChem)
